Bioassay records: PubChem, several laboratories
MazF activator: MazEF (E. coli) toxin RNase activation | hit rate 0.32% among 350,000 | activation, % at 20 µM | FAM/BHQ RNA-DNA oligo cleavage fluorescence, 5 h | P0AE70 | AID 504720; in the data active = activation above about 50%
Target sequence (P0AE70 whole entry, looked up): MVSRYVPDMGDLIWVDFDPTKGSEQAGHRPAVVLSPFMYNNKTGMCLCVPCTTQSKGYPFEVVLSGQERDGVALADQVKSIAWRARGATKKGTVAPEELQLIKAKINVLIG
FadD28 FP inh: M. tuberculosis FadD28 bisubstrate binding inhibition; FadD28 bisubstrate probe binding, fluorescence polarization; inhibition, % at 12.5 µM; hit rate 0.22% among 360,000; AID 588549; in the data active = inhibition above about 8.5%, passing the limit was not always enough; inconclusive = no clear call, values can overlap the other calls
FBA Mtb inh: inhibits M. tuberculosis FBA enzyme | P9WQA3 | purified M. tuberculosis FBA, fluorescence read-out | inhibition, % at 1 µM | hit rate 2.3% among 360,000 | AID 588726; in the data active = inhibition above about 27%;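 also: 0% = vehicle and 100% = reference inhibitor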
Target sequence (P9WQA3 whole entry, looked up): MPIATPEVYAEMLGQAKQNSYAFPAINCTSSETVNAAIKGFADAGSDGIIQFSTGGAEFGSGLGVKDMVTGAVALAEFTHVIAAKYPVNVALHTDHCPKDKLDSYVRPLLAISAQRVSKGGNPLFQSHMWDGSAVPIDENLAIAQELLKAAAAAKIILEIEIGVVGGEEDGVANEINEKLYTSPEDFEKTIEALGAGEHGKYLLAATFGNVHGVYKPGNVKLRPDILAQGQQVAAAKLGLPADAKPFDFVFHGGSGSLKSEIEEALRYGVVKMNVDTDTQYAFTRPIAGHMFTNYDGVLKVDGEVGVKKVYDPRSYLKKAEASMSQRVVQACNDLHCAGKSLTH
UGM FP inh: inhibitors of M. tuberculosis UDP-galactopyranose mutase. P9WIQ1. purified UGM, fluorescence polarization probe displacement. hit rate 0.06% among 320,000. AID 504406. inhibition, % at 10 µM; in the data active = inhibition above about 10%, passing the limit was not always enough; inconclusive = no clear call, values can overlap the other calls
Target sequence (P9WIQ1 whole entry, looked up): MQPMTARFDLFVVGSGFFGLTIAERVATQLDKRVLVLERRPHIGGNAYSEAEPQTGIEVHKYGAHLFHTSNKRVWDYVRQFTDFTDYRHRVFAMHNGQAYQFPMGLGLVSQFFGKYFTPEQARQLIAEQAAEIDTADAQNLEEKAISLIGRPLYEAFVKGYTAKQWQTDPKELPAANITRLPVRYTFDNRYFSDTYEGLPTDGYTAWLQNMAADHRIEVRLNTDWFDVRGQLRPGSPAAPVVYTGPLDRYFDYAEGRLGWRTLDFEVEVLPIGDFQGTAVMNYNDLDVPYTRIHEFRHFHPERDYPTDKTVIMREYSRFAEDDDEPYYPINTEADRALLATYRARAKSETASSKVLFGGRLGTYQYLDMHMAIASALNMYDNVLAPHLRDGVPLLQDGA
CCHFV vOTU inh: CCHFV vOTU protease inhibition; Pep-AMC fluorescence; inhibition, % at 11.5 µM; hit rate 0.55% among 370,000; AID 651958; also: 0% = vehicle wells with enzyme and 100% = no enzyme wells
Rv3671c protease: Rv3671c (M. tuberculosis) protease inhibition. P9WHR9. hit rate 0.048% among 320,000. inhibition, % at 5.96 µM; in the data active = inhibition above about 38%;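 also: extracellular domain of Rv3671c used as enzyme; 0% = enzyme with DMSO and 100% = no enzyme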
BoNT F protease: blocks Botulinum neurotoxin F light chain protease | Multiplex microsphere protease cleavage assay, flow cytometry | inhibition, % at 10 µM | hit rate 0.22% among 360,000 | AID 588497; in the data active = inhibition above about 35%, passing the limit was not always enough; inconclusive = no clear call, values can overlap the other calls; also: plate controls were buffer without enzyme for full effect and enzyme alone for no effect
GDH-TPI counter: inhibits GDH-TPI coupling enzymes, artifact for Mtb FBA screen | GDH-TPI coupled enzyme counterscreen, NADH absorbance | inhibition, % at 4.8 µM | hit rate 1.2% among 360,000;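 also: 0% = DMSO wells and 100% = wells lacking the enzyme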
BioA inh: inhibitors of Mycobacterium tuberculosis BioA enzyme; hit rate 0.096% among 360,000; purified M. tuberculosis BioA enzyme, plate reader; inhibition, % at 9.99 µM; in the data active = inhibition above about 40%; inconclusive = no clear call, values can overlap the other calls
VHR inh abs: DUSP3 (human) phosphatase inhibition; hit rate 0.52% among 290,000; AID 1654; P51452; recombinant VHR phosphatase, pNPP absorbance; inhibition, % at 13.3 µM; in the data active = inhibition above about 50%; also: some compounds called inactive have numbers as strong as hits
Target sequence (P51452 whole entry, looked up): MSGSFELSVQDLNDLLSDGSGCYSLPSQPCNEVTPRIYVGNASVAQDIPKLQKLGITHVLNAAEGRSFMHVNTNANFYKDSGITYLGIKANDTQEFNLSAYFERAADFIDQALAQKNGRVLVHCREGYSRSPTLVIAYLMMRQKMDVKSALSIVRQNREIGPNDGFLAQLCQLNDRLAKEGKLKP
Numbers without * were called inactive; ? = inconclusive; / = not tested or not shown. Rule as the data show it, unless noted: active = inhibition above about 30%; inactive = the rest. This is a random part of the collection, and some 4.9% of all compounds hit somewhere here.

1) Oc1ccccc1C=NN=CC=Cc1ccccc1
2) CCCc1cc(=O)[nH]c(SCCCCN2C(=O)c3ccccc3C2=O)n1
3) O=C1CCCN1CCCNS(=O)(=O)c1cccs1
4) CNC(=S)Nc1ccc(N2CCCC2)c(S(=O)(=O)Nc2ccc(OC)cc2)c1
5) CCCOc1nc2c(c(=O)n(C)c(=O)n2C)n1Cc1cccc2ccccc12
6) C=CCN(c1ccccc1)S(=O)(=O)c1cccc(C(=O)OCC(=O)NC2CC2)c1
7) O=c1c2ccccc2nc(/C=C/c2ccccn2)n1-c1ccccc1
8) COc1ccccc1C(=O)NC(=O)COC(=O)c1ccc(NC(=O)CC#N)cc1

screen / no.	1	2	3	4	5	6	7	8
MazF activator	9	-1	3	-8	14	5	4	0
FadD28 FP inh	-1.9	-1.1	-2.5	-0.5	-1.4	-4.3	-2.6	1.3
FBA Mtb inh	0	1	-3	2	1	-2	-1	4
UGM FP inh	/	-3.3	-0.3	-0.9	-0.6	-1.5	5.8	-1.2
CCHFV vOTU inh	10	-3	1	5	-7	-18	-16	1
Rv3671c protease	/	-3	4	4	-12	-9	4	-6
BoNT F protease	-12	-4	10	-10	-8	2	?	7
GDH-TPI counter	23	0	3	19	-2	-5	2	3
BioA inh	/	/	1.1	3.0	0.8	-0.7	0.7	-1.1
VHR inh abs	/	19	/	/	15	1	8	/

9) Cc1ccc(NS(=O)(=O)c2ccc(-n3cccn3)cc2)c(Br)c1
10) O=C(NC1CCCc2ccccc21)C1CCN(c2c3c(nc4ncnn24)CCC3)CC1 (stereo not drawn)
11) O=C(Nc1ccc(S(=O)(=O)N2CCCCCC2)cc1)c1ccco1
12) Cc1cc(-c2nc(-c3ccncc3)no2)ccc1[N+](=O)[O-]
13) CCN1C(=O)[C@H]2[C@@H](c3ccc(C)cc3)N[C@]3(CCCN(Cc4ccc(Cl)cc4)C3=O)[C@H]2C1=O
14) COc1cc(OC)c(C2CC(=O)N3CN(C)CSC3=C2C#N)cc1OC (stereo not drawn)
15) O=C1NC(c2ccccc2)C(C(=O)c2cccs2)C(O)(C(F)(F)F)N1 (stereo not drawn)
16) Cc1ccc(N2C(=O)C(NC(=O)c3c(F)cccc3F)(C(F)(F)F)C3=C2CC(C)(C)CC3=O)cc1 (stereo not drawn)

screen / no.	9	10	11	12	13	14	15	16
MazF activator	-7	-1	4	9	2	-10	-15	-3
FadD28 FP inh	-1.6	-0.2	-2.8	1.9	-4.5	-1.9	1.3	-1.2
FBA Mtb inh	0	2	-1	2	0	-2	2	0
UGM FP inh	/	1.4	0.7	-3.5	/	1.2	1.2	2.9
CCHFV vOTU inh	26	-10	7	-14	0	6	7	-4
Rv3671c protease	/	0	-3	-4	/	3	6	4
BoNT F protease	0	-2	-11	-3	-4	-1	/	-14
GDH-TPI counter	9	15	2	12	-3	7	3	2
BioA inh	-0.2	/	4.0	/	/	0.0	/	-0.1
VHR inh abs	/	-2	-12	-2	/	9	28	-7

Quoted at random: 2 records from the list
11) O=C(Nc1ccc(S(=O)(=O)N2CCCCCC2)cc1)c1ccco1
16) Cc1ccc(N2C(=O)C(NC(=O)c3c(F)cccc3F)(C(F)(F)F)C3=C2CC(C)(C)CC3=O)cc1 (stereo not drawn)

screen / no.	11	16
MazF activator	4	-3
FadD28 FP inh	-2.8	-1.2
FBA Mtb inh	-1	0
UGM FP inh	0.7	2.9
CCHFV vOTU inh	7	-4
Rv3671c protease	-3	4
BoNT F protease	-11	-14
GDH-TPI counter	2	2
BioA inh	4.0	-0.1
VHR inh abs	-12	-7

Additional records follow:
17) COC(=O)C1=C(N)Oc2cc(C)oc(=O)c2C12C(=O)Nc1ccccc12 (stereo not drawn)
18) COc1ccc(CNC(=O)C2CCCN(c3nc4ccccc4o3)C2)c(OC)c1 (stereo not drawn)
19) CCCCOc1ccc(CCC(=O)N/N=C/c2ccco2)cc1
20) CN1CCN(C(=O)c2ccc(-c3cc4nc(NCc5cccnc5)n(C)c(=O)c4s3)cc2)CC1
21) O=C(COC(=O)CCOc1ccccc1)Nc1ncc(Cl)cc1Cl
22) Cc1ccc(NC(=O)CN2C(=O)NC(Cc3c[nH]c4ccccc34)C2=O)cc1 (stereo not drawn)
23) N#C/C(=C\c1ccc(OCC(N)=O)cc1)c1ccccc1
24) CN1C(=O)C[N+]([O-])=C(c2ccccc2)c2cc(Cl)ccc21

screen / no.	17	18	19	20	21	22	23	24
MazF activator	3	2	-5	/	2	4	3	5
FadD28 FP inh	-1.4	0.0	-5.3	-1.7	-2.1	-1.2	-1.0	-0.7
FBA Mtb inh	-1	0	-2	8	0	6	-4	0
UGM FP inh	-2.1	-1.6	-0.2	/	-1.0	0.2	1.0	/
CCHFV vOTU inh	-5	/	-8	0	26	-6	-1	-16
Rv3671c protease	1	1	7	/	-5	0	-18	/
BoNT F protease	0	2	?	7	0	6	0	-3
GDH-TPI counter	-7	3	8	14	-3	8	20	9
BioA inh	/	/	-0.6	4.1	-1.0	0.2	/	1.0
VHR inh abs	13	53*	-4	/	-3	/	-3	/

25) Cc1cc(C)c(C)c(S(=O)(=O)NC(C(=O)NCCc2ccco2)C(C)C)c1C (stereo not drawn)
26) Cc1cc(C)cc(OCC(=O)OCC(=O)Nc2c(C)n(C)n(-c3ccccc3)c2=O)c1
27) Nc1nnn(CC(=O)N/N=C/c2ccc(Cl)cc2Cl)n1
28) O=C(N/N=C/c1ccc(-c2ccc([N+](=O)[O-])cc2)o1)C(O)c1ccccc1 (stereo not drawn)
29) S=c1[nH]nc(-c2ccccn2)n1/N=C/c1c(Cl)cccc1Cl
30) COc1cccc(C(=O)N2CCN(Cc3cccc(F)c3)CC2)c1
31) Cc1ccc2c(COC(=O)CNS(=O)(=O)c3ccccc3)cc(=O)oc2c1
32) CCCn1nnc(NC(=O)c2ccc(F)cc2)n1

screen / no.	25	26	27	28	29	30	31	32
MazF activator	-4	-9	7	7	-3	-2	-1	8
FadD28 FP inh	-2.3	-1.8	-0.1	-2.7	-2.3	-3.6	0.0	-3.1
FBA Mtb inh	2	-2	3	-5	3	0	1	3
UGM FP inh	1.6	1.0	0.8	-1.0	-1.4	-0.2	0.8	-2.6
CCHFV vOTU inh	-2	-13	3	10	-13	-7	-12	13
Rv3671c protease	-14	2	-9	-2	3	2	-1	-5
BoNT F protease	-8	3	?	9	?	-2	-14	1
GDH-TPI counter	5	4	24	25	6	0	8	2
BioA inh	0.2	/	-1.4	/	/	0.7	0.6	-1.4
VHR inh abs	/	3	31	5	3	-21	/	24

33) CC(Oc1ccc(Cl)cc1)C(=O)Nc1sccc1C(N)=O (stereo not drawn)
34) CC1CN(S(=O)(=O)c2cccc(-c3cn4ccccc4n3)c2)CC(C)O1 (stereo not drawn)
35) O=C(CN1CCOCCOCCOCC1)Nc1ccccc1
36) COc1ccc(C2CC(=O)C(C=NCCCN3CCOCC3)=C(O)C2)cc1 (stereo not drawn)
37) Cc1ccccc1NC(=O)Cc1nc(COC(=O)c2cccc(O)c2)cs1
38) Cc1ccc(CNC(=O)CSCc2cccc(F)c2)cc1
39) COCCN(CC1CCCN(C2Cc3ccccc3C2)C1)C(=O)CCSC (stereo not drawn)
40) CCCC(=O)Nc1ccc2nc(C)n(Cc3ccccc3Cl)c(=O)c2c1

screen / no.	33	34	35	36	37	38	39	40
MazF activator	2	0	-3	1	0	0	7	2
FadD28 FP inh	-7.1	-2.9	-5.6	0.8	-1.0	-1.3	0.7	-0.2
FBA Mtb inh	-5	7	-1	1	2	1	0	2
UGM FP inh	0.4	3.5	-1.7	-2.0	-2.5	0.2	3.3	1.9
CCHFV vOTU inh	13	10	-5	1	-8	-4	-11	0
Rv3671c protease	-9	0	7	0	-7	-4	-5	-5
BoNT F protease	-3	1	0	-13	-1	-7	15	?
GDH-TPI counter	2	2	-2	7	6	0	-7	8
BioA inh	/	-0.4	-1.1	-0.9	1.2	/	-1.6	-1.6
VHR inh abs	-1	-30	19	-12	/	8	6	28

41) CCOC(=O)/C(=C\C=C\c1ccccc1)NC(=O)c1ccccc1
42) Cc1ccc(O)c(C2=NNC(O)(C(F)(F)F)C2)c1 (stereo not drawn)
43) Cc1cc([N+](=O)[O-])nn1CC(=O)NNC(=S)Nc1ccc(F)cc1
44) CCOC(=O)C1(C)CCCN(C(=O)Cc2ccc3ccccc3c2)C1 (stereo not drawn)
45) CC(=O)Nc1ccc(S(=O)(=O)/N=C2/NC(=O)/C(=C\c3ccco3)S2)cc1
46) Cc1ccc(C(=O)Nc2ccc(Nc3ccccc3)cc2)cc1Br
47) COc1ccc(NC(=S)NNS(=O)(=O)c2ccc3ccccc3c2)c(OC)c1
48) Cc1ccc(C(=O)Nc2ccc3c(c2)OCO3)cc1S(=O)(=O)N1CCCCC1

screen / no.	41	42	43	44	45	46	47	48
MazF activator	0	-8	9	/	-18	15	-1	0
FadD28 FP inh	-1.5	-4.7	-0.8	-1.4	3.4	-0.6	-0.9	-1.0
FBA Mtb inh	3	1	5	-3	3	-2	-1	-3
UGM FP inh	-1.6	0.9	-1.8	/	-0.6	0.1	3.6	-1.3
CCHFV vOTU inh	0	-8	-4	-3	24	-7	9	4
Rv3671c protease	-5	1	-8	/	-8	19	6	6
BoNT F protease	-2	-3	-51	-2	-5	-5	-3	-7
GDH-TPI counter	67*	13	9	2	9	8	0	15
BioA inh	-0.2	/	0.4	1.6	/	-2.7	/	-0.1
VHR inh abs	6	-28	27	/	6	/	18	3

Record cards (already shown). Values in the order: MazF activator	FadD28 FP inh	FBA Mtb inh	UGM FP inh	CCHFV vOTU inh	Rv3671c protease	BoNT F protease	GDH-TPI counter	BioA inh	VHR inh abs
`Cc1ccc(NC(=O)CN2C(=O)NC(Cc3c[nH]c4ccccc34)C2=O)cc1` (stereo not drawn) is listed with 4	-1.2	6	0.2	-6	0	6	8	0.2	/
`CCCn1nnc(NC(=O)c2ccc(F)cc2)n1` is listed with 8	-3.1	3	-2.6	13	-5	1	2	-1.4	24
`O=C(NC1CCCc2ccccc21)C1CCN(c2c3c(nc4ncnn24)CCC3)CC1` (stereo not drawn) is listed with -1	-0.2	2	1.4	-10	0	-2	15	/	-2
`CCCC(=O)Nc1ccc2nc(C)n(Cc3ccccc3Cl)c(=O)c2c1` is listed with 2	-0.2	2	1.9	0	-5	?	8	-1.6	28

Next section
49) CC/C(=C1/C(=O)CC(C)(C)C(C(=O)OC)C1=O)N1CCCC1 (stereo not drawn)
50) CCC(=NCCCN1CCOCC1)c1c(O)n(Cc2ccccc2)c(=O)[nH]c1=O
51) CCOc1ccc(NC(=O)CN(C)C(=O)c2cc(C3CC3)nn2-c2ccccc2)cc1OCC
52) CC1(C(=O)O)CCC(C(=O)Nc2ccccc2O)C1(C)C (stereo not drawn)
53) COc1cccc(-c2cc(=O)c3cc(NC(C)=O)ccc3[nH]2)c1
54) CC1=C(C(=O)OC(C)C)C(c2ccc(Cl)cc2)n2c(sc(=Cc3ccc(OCC(=O)O)cc3)c2=O)=N1 (stereo not drawn)
55) Cc1ccc(NC(=O)CCn2cccc2)cc1C
56) COc1cccc(N2C(=O)CC(c3c[nH]c4ccccc34)C2=O)c1 (stereo not drawn)
57) CC1CCCN(C(=O)COC(=O)C2CCN(S(=O)(=O)c3ccc4c(c3)OCCO4)CC2)C1 (stereo not drawn)
58) C=CCC1C=C(Cc2ccccc2)CC(CC=C)N1 (stereo not drawn)

screen / no.	49	50	51	52	53	54	55	56	57	58
MazF activator	14	-2	-1	-9	2	/	3	-6	-6	15
FadD28 FP inh	-2.0	-1.3	-3.5	-0.9	-1.1	-8.1	-1.5	0.2	-0.9	-1.0
FBA Mtb inh	2	-4	2	0	115*	-3	3	-4	5	-3
UGM FP inh	-2.7	-1.9	/	-0.7	0.4	/	1.3	-0.3	1.0	2.0
CCHFV vOTU inh	13	-4	17	-3	-69	15	-4	-20	-1	6
Rv3671c protease	9	0	/	1	-4	/	2	-4	-10	-11
BoNT F protease	2	2	-40	?	-5	22	3	-14	4	-16
GDH-TPI counter	5	-10	-12	16	18	12	3	8	7	-3
BioA inh	1.0	-1.8	/	-0.3	-0.9	3.1	0.1	0.8	-0.8	/
VHR inh abs	29	-5	/	4	-4	/	23	-5	/	20
